E coli Lon inh: inhibitors of E. coli Lon protease | P0A9M0 | purified E. coli Lon protease, fluorescence polarization | inhibition, % at 7.94 µM | 0.42% of 360,000 active | AID 602123; in the data active = inhibition above about 13%, passing the limit was not always enough;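 note: 0% = enzyme with probe and DMSO and 100% = no enzyme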
Neddylation inh: blocks human cullin neddylation; P61081+Q13564; TR-FRET cullin neddylation, biochemical; calls only at 25 µM; 0.58% of 360,000 active; AID 651699; in the data active = inhibition above about 36%
CSN deneddyl inh: CSN deneddylation inhibition; inhibition, % at 12.5 µM; Q92905; AID 651999; 0.38% of 360,000 active; Purified CSN, SCF-Nedd8-OG deneddylation, fluorescence polarization;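 active = pattern-corrected inhibition above about 35%, with an unprinted fluorescence ratio check between 0.5 and 1.5, limit read from the data, passing the limit was not always enough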;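 note: 0% = enzyme with substrate and 100% = substrate without enzyme; some results filed as inactive read as strong as hits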
Target sequence (Q92905 whole entry, looked up, one chain of several): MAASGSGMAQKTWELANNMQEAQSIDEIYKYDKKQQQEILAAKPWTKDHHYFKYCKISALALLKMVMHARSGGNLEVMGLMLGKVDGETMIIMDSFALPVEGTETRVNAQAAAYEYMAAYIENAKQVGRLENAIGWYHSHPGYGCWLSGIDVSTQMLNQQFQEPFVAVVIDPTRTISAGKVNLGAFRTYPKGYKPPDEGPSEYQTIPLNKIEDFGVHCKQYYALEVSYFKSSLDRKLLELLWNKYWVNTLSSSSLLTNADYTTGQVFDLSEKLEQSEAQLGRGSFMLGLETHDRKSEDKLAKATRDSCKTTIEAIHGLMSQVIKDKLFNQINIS
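Test system: purified human Csn5 enzyme expressed in HEK293T cells. Amount: 0.24 nM enzyme. Reagent: SCFSkp2-Nedd8OG substrate at 10 nM final. Schedule: 90 min incubation of compound, enzyme and substrate at room temperature. Detection: fluorescence polarization. Read-out: % inhibition of substrate cleavage by Csn5.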
Tb MetRS inh: Trypanosoma brucei MetRS inhibition | purified T. brucei MetRS, ATP depletion, Kinase-Glo luminescence | inhibition, % at 11.9 µM | 0.4% of 360,000 active;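 active = inhibition above a per-plate cutoff of the control wells' mean inhibition plus 3 SD, cut at about 5.5% in these data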;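 note: 0% = DMSO wells median and 100% = median of wells with control inhibitor compound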
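Assay system: T. brucei methionyl-tRNA synthetase, purified | Medium: HEPES buffer with MgCl2, KCl, DTT, spermine, BSA, pyrophosphatase | Compound: 11.9 µM single point | Incubation: 15 min enzyme-compound preincubation, 2 h reaction, 10 min detection, 25 °C | Measured by: Kinase-Glo luciferase luminescence reporting remaining unconsumed ATP | Measure: % inhibition normalized to control-well medians | Replication: Singlicate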
bovine MsrA act: bovine methionine sulfoxide reductase A activation; purified bovine MsrA, absorbance read-out; 0.3% of 360,000 active; activation, % at 10.6 µM; AID 602163; in the data active = activation above about 7.5%;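 note: 0% = vehicle and 100% = reference activator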
FAS TE block: FAS thioesterase (human) inhibition | AID 602261 | 0.67% of 360,000 active | inhibition, % at 15 µM | P49327 | recombinant FAS-TE, OMFH fluorogenic substrate, fluorescence endpoint;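 active = compounds whose normalised, plate-corrected inhibition of enzyme fluorescence in the single-dose primary screen is 50% or more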;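 note: 0% = DMSO with enzyme and 100% = substrate without enzyme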
MLLE-PAM2 inh: blocks PAM2 peptide binding to the PABP1 MLLE domain. P11940. inhibition, % at 20 µM. 0.36% of 360,000 active. GST-MLLE / FITC-PAM2 fluorescence polarization; in the data active = inhibition above about 35%, passing the limit was not always enough;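 note: plate controls were DMSO wells with GST-MLLE for no effect and wells lacking GST-MLLE protein for full effect; some results filed as inactive read as strong as hits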
Target sequence (P11940 whole entry, looked up, the tested form may be a part): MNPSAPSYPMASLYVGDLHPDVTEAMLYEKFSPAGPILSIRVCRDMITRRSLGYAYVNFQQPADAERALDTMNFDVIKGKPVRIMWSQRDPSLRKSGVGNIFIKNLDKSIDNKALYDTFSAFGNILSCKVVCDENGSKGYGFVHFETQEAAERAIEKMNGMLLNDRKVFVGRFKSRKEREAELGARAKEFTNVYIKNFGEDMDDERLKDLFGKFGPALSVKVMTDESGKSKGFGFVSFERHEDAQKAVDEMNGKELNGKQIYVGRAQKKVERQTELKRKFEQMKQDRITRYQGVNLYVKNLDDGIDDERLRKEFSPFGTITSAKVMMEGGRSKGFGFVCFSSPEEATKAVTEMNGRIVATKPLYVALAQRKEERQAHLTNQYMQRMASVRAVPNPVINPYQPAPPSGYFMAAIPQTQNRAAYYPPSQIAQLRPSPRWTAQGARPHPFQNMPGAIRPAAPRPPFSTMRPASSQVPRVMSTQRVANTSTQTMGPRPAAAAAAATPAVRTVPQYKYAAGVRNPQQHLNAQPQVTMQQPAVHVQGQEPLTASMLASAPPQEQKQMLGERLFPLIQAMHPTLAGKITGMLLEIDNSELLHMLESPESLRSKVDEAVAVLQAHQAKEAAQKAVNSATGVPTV
Rin1 Abl inh: blocks binding of human Rin1 to Abl. P00519+Q13671. TR-FRET Rin1/Abl binding, biochemical. inhibition, % at 7.35 µM. 0.4% of 360,000 active. AID 588664; in the data active = inhibition above about 5%, passing the limit was not always enough
MsrA inh: bovine MsrA inhibition. purified bovine MsrA, absorbance read-out. inhibition, % at 15.5 µM. 0.75% of 360,000 active. AID 651718; in the data active = inhibition above about 4.5%;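 note: 0% = vehicle wells with enzyme and 100% = reference inhibitor wells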
Starred values were filed as active, the others as inactive; i = inactive; · = not tested or not shown. Not a hit list; overall some 4% were active at least once.

#1 Cc1cccc(C(=O)N2CCC(=O)N(C(COCc3cccc(C(F)(F)F)c3)Cc3ccccc3)CC2)c1 (stereo not drawn)
#2 CC(C)(C)c1ccc(NS(=O)(=O)c2ccc(N)cc2)cc1
#3 Cn1c(N2CCN(C(=O)Nc3ccc(F)cc3)CC2)nc2ccccc21
#4 COc1ccc(C(CC(=O)N2CCCC2)c2c(O)cc(OC)cc2OC)cc1 (stereo not drawn)
#5 CN(C)c1ccc(C=c2c3cc(O)ccc3n3c2cc(-c2ccccc2)[n+]3C)cc1
#6 Cc1ccc(S(=O)(=O)N2CC[C@@H]2C(=O)O)cc1
assay / entry,1,2,3,4,5,6
E coli Lon inh,-5,6,-4,11,-75,-9
MsrA inh,-1.4,-0.3,0.1,0.0,1.9,1.6
Rin1 Abl inh,3,3,2,3,-12,4
Tb MetRS inh,-0.4,-1.1,-0.8,0.2,-0.3,0.0
MLLE-PAM2 inh,5,-3,1,2,-166,6
bovine MsrA act,-2,-5,-6,0,17*,3
Neddylation inh,i,i,i,i,i,i
CSN deneddyl inh,0,-4,0,0,138*,-6
FAS TE block,31,11,-9,-7,11,-7

#7 N#C/C(=C/N1CCOCC1)c1ccccc1
#8 CCC(C)C(NC(=O)c1ccc(Cl)cc1)C(=O)Nc1cccnc1 (stereo not drawn)
#9 COc1ccc(COc2cc(-c3cccc(OC)c3)nc3ccc(N)cc23)cc1
#10 O=C(CN(C(=O)CNC(=O)c1cccs1)c1ccccc1F)NC1CCCC1
#11 Clc1ccc(CN2CCN(/N=C/c3ccco3)CC2)cc1
#12 COc1cccc(NC(=O)CSc2nnc(C3CCCCC3)n2N)c1
assay / entry,7,8,9,10,11,12
E coli Lon inh,5,0,-1,-4,-5,10
MsrA inh,2.4,-0.3,0.7,0.6,1.2,-0.9
Rin1 Abl inh,-3,4,0,1,-5,-1
Tb MetRS inh,-1.8,-1.1,-0.2,0.1,0.4,-0.5
MLLE-PAM2 inh,4,1,23,5,12,-46
bovine MsrA act,-11,-14,-1,0,-1,2
Neddylation inh,i,i,·,i,i,i
CSN deneddyl inh,-6,-1,6,5,7,-2
FAS TE block,-6,-2,32,-1,2,-9

#13 CC(C)N(CC#CCC(O)(c1ccccc1)c1ccccc1)CCO
#14 CCCCn1nc2cc(C(=O)NCc3ccc4c(c3)OCO4)ccc2c1OCC
#15 Cc1ccc(C(=O)N(CC(=O)Nc2ccc(Cl)c(Cl)c2)Cc2ccco2)cc1
#16 CC(OCC(O)CN(C)CCOc1ccccc1)c1ccc(Cl)cc1 (stereo not drawn)
#17 CN(C)c1nc(NCc2ccccc2)nc(Oc2ccc(=O)[nH]n2)n1
#18 O=C(O)c1cc2c(cn1)[nH]c1ccccc12
assay / entry,13,14,15,16,17,18
E coli Lon inh,-12,-28,-2,2,-3,-226
MsrA inh,-1.0,-0.5,0.1,-0.7,0.3,-0.2
Rin1 Abl inh,2,5,-3,4,1,4
Tb MetRS inh,-1.9,-0.2,0.6,-0.4,-0.2,3.0
MLLE-PAM2 inh,3,-8,7,5,-4,-1
bovine MsrA act,-11,1,-8,0,-2,-1
Neddylation inh,i,·,i,i,i,·
CSN deneddyl inh,-5,5,0,-5,-1,-5
FAS TE block,-2,7,33,-1,-7,-3

#19 CC1(C)CC2CC(C)(CN2S(=O)(=O)c2cccc(N)c2)C1 (stereo not drawn)
#20 Cn1ncc(N=Cc2ccc([N+](=O)[O-])cc2)c1C(=O)Nc1ccccc1
#21 NC(=O)c1ccccc1NC(=O)CC12CC3CC(CC(C3)C1)C2
#22 Cc1cc(F)ccc1-c1cc(C(=O)Nc2ccccc2)[nH]n1
#23 CCOC(=O)c1nc(Nc2ccc(C(=O)OC)cc2)c2ccccc2n1
#24 Brc1ccc(-c2ncc3ccccn23)cc1
assay / entry,19,20,21,22,23,24
E coli Lon inh,6,-1,7,-8,-2,-7
MsrA inh,-0.4,0.4,-0.1,0.9,1.8,-1.5
Rin1 Abl inh,-3,4,-3,1,-1,-2
Tb MetRS inh,-0.1,-0.7,0.0,-0.1,0.3,-0.3
MLLE-PAM2 inh,6,-6,8,1,7,-14
bovine MsrA act,-1,-7,-4,1,2,-3
Neddylation inh,i,i,i,i,i,i
CSN deneddyl inh,-3,1,2,2,-3,3
FAS TE block,4,6,4,2,0,-4

Single records, from the list above. Values in the order: E coli Lon inh	MsrA inh	Rin1 Abl inh	Tb MetRS inh	MLLE-PAM2 inh	bovine MsrA act	Neddylation inh	CSN deneddyl inh	FAS TE block
Results for Cn1ncc(N=Cc2ccc([N+](=O)[O-])cc2)c1C(=O)Nc1ccccc1 = -1	0.4	4	-0.7	-6	-7	i	1	6
Results for CCOC(=O)c1nc(Nc2ccc(C(=O)OC)cc2)c2ccccc2n1 = -2	1.8	-1	0.3	7	2	i	-3	0
Results for CC1(C)CC2CC(C)(CN2S(=O)(=O)c2cccc(N)c2)C1 (stereo not drawn) = 6	-0.4	-3	-0.1	6	-1	i	-3	4
Results for Brc1ccc(-c2ncc3ccccn23)cc1 = -7	-1.5	-2	-0.3	-14	-3	i	3	-4
Results for NC(=O)c1ccccc1NC(=O)CC12CC3CC(CC(C3)C1)C2 = 7	-0.1	-3	0.0	8	-4	i	2	4

New compounds follow
#25 CN(CCc1ccccn1)C(=O)c1nn2c(C(F)(F)F)cc(-c3ccco3)nc2c1Cl
#26 CCN1CCN(S(=O)(=O)c2ccc(Cl)c(C(=O)N(C)Cc3ccccc3)c2)CC1
#27 COCCC(=O)N1CCCC(C(=O)c2ccc(C(F)(F)F)cc2)C1 (stereo not drawn)
#28 Cc1ccc(NC(=O)Nc2ccc(Cl)c(Cl)c2)nc1
#29 CC(C)CC(NC(=O)CNC(=O)C1O[C@@H]2OC(C)(C)O[C@@H]2[C@H]2OC(C)(C)O[C@@H]12)C(=O)O (stereo partly drawn)
#30 Cc1ccccc1NC(=O)CSc1nc(-c2ccccc2)cc(=O)[nH]1
assay / entry,25,26,27,28,29,30
E coli Lon inh,-12,4,-14,-6,-1,10
MsrA inh,2.0,-0.1,0.4,-0.1,-0.3,0.9
Rin1 Abl inh,-1,4,0,4,2,1
Tb MetRS inh,-1.2,-0.7,0.6,-0.6,-0.3,-0.3
MLLE-PAM2 inh,10,8,1,16,-12,21
bovine MsrA act,-6,-11,-1,-4,-2,-4
Neddylation inh,i,i,i,i,i,i
CSN deneddyl inh,-1,-1,0,1,-3,2
FAS TE block,-6,0,-8,-1,-6,0

#31 Cc1nc(SCC(=O)NC2CCS(=O)(=O)C2)c2c3c(sc2n1)CCCC3 (stereo not drawn)
#32 O=C(CSc1ncn[nH]1)N(C1CCCCC1)C1CCCCC1
#33 CCCN1CCC(=NNc2ccc(S(N)(=O)=O)cc2[N+](=O)[O-])CC1
#34 CC(C)CCn1cnc2c1c(=O)[nH]c(=O)n2Cc1ccccc1
#35 O=C(COC(=O)c1ccccc1-n1cnnn1)c1ccccc1
#36 CC(=O)N1c2ccc(S(=O)(=O)NCCC(=O)NCc3ccc(Cl)cc3)cc2CC1C (stereo not drawn)
assay / entry,31,32,33,34,35,36
E coli Lon inh,8,4,-5,-14,6,6
MsrA inh,-0.5,-0.3,2.7,-1.1,-1.2,-1.0
Rin1 Abl inh,-1,2,-4,-1,-1,3
Tb MetRS inh,-0.4,-0.8,-0.2,-1.1,0.1,-0.5
MLLE-PAM2 inh,15,-21,6,2,2,19
bovine MsrA act,2,-1,-3,-11,-2,-2
Neddylation inh,i,i,i,i,i,i
CSN deneddyl inh,4,-1,-6,-3,-2,0
FAS TE block,-4,-44,0,-3,-5,-1

#37 CC(=O)c1ccc(S(=O)(=O)NC2CCSc3ccccc32)cc1 (stereo not drawn)
#38 O=C(CN1CCCCCC1)NC(c1ccccc1)c1ccccc1
#39 CCn1nc(C)c(CN2CCc3c([nH]c4ccccc34)C2C(C)(C)C)c1C (stereo not drawn)
#40 N#Cc1nc(-c2ccc(OCc3ccccc3)cc2)oc1NCCCN1CCOCC1
#41 O=C(c1cccc(Br)c1)N1CCCC1
#42 Cc1c(Cl)cccc1NC(=O)CN1CCN(CCN=CC2=C(O)CC(c3ccccc3)CC2=O)CC1 (stereo not drawn)
assay / entry,37,38,39,40,41,42
E coli Lon inh,-2,-14,-1,-2,-2,8
MsrA inh,0.9,-1.1,0.6,1.2,-0.9,0.3
Rin1 Abl inh,2,1,4,-2,-1,1
Tb MetRS inh,0.4,-1.4,0.3,-0.7,-0.1,0.0
MLLE-PAM2 inh,-3,-1,2,-4,-14,13
bovine MsrA act,-2,-10,-9,6,-2,-1
Neddylation inh,i,i,i,·,i,i
CSN deneddyl inh,1,1,-5,1,4,-1
FAS TE block,4,-4,5,41,-6,1

#43 Cc1cc(N2C(=O)C=CC2=O)c([N+](=O)[O-])cc1C
#44 COC(=O)c1ccc(NC(=O)C(=O)N2CCN(C(=S)Nc3cccc(OC)c3)CC2)cc1
#45 O=C(O)CCN=CC1=C(O)CC(c2ccccc2)CC1=O (stereo not drawn)
#46 O=C(CN1c2cccc3cccc(c23)S1(=O)=O)N1CCN(c2ccc(F)cc2)CC1
#47 CCOC(=O)c1c(C)oc2c1c(CN1CCN(CCO)CC1)c(O)c1ccccc12
#48 O=C(/C=C/c1ccccc1)Nc1sc2c(c1C(=O)O)CCC2
assay / entry,43,44,45,46,47,48
E coli Lon inh,4,-11,0,-14,13,-15
MsrA inh,·,0.8,-1.6,0.7,0.3,3.8
Rin1 Abl inh,-2,1,-2,-1,1,3
Tb MetRS inh,0.1,0.7,-0.7,-0.2,-1.4,0.4
MLLE-PAM2 inh,39,-127,-7,4,27,16
bovine MsrA act,-7,-3,-2,0,-8,-4
Neddylation inh,i,i,i,i,i,i
CSN deneddyl inh,-1,-4,3,-1,-6,4
FAS TE block,0,-7,-5,8,3,1

#49 CCN(CC)CC(C)CNC(=O)CN1C(=O)CSc2ccc(S(=O)(=O)N3CCOCC3)cc21 (stereo not drawn)
#50 Cc1c(N)cc(C(=O)N2CCOCC2)cc1[N+](=O)[O-]
#51 O=c1[nH]c2ccccc2n2c(=S)[nH]nc12
#52 CCCCN(C)CCCNC(=O)CCn1nc(-c2ccccc2)ccc1=O
#53 Cc1ccc(S(=O)(=O)N2CCN(C(=O)C3CCN(c4ncnc5sc(C)c(C)c45)CC3)CC2)c(C)c1
assay / entry,49,50,51,52,53
E coli Lon inh,-9,-2,-3,-12,-1
MsrA inh,0.6,-0.8,2.9,-0.6,0.9
Rin1 Abl inh,2,1,-1,-5,2
Tb MetRS inh,0.6,-0.3,0.0,0.2,0.1
MLLE-PAM2 inh,6,9,-41,7,9
bovine MsrA act,-3,-5,4,-3,-9
Neddylation inh,i,i,i,i,i
CSN deneddyl inh,1,-4,0,-1,2
FAS TE block,-7,-12,-3,-10,45

Screening data: PubChem BioAssay, several laboratories
